M. tuberculosis GlmU: inhibition of mycobacterial GlmU enzyme – biochemical, glucosamine-1-phosphate acetyltransferase (AID 1376); Bifunctional protein GlmU (Mycobacterium tuberculosis (strain ATCC 25618 / H37Rv)); M. tuberculosis GlmU acetyltransferase enzyme assay; higher % means a stronger effect; inhibition, %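 (tested at 30 µM in the primary screen)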, or IC50 in µM where a hit was titrated; hit rate 0.25% among 220,000; in the data active means inhibition above about 13%; inconclusive means no clear call, values can overlap the other calls;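 further: 0% = complete reaction with vehicle and 100% = reaction without substrate; strong numbers were not always called active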
RmlCD inh 1536: M. tuberculosis RmlC/RmlD coupled enzyme inhibitors, primary screen, biochemical, compound mixtures, 384-well, from 1536-well plates | inhibition, % at 3.6 µM | hit rate 0.03% among 160,000 | RmlC+RmlD coupled enzyme assay, percent inhibition; primary screen in compound mixtures; in the data active means inhibition mostly above about 34%, no sharp cut-off; inconclusive means no clear call, values can overlap the other calls; inactive means mostly below about 22%; further: some results filed as inactive read as strong as hits
Target sequence (P9WH09 whole entry, looked up): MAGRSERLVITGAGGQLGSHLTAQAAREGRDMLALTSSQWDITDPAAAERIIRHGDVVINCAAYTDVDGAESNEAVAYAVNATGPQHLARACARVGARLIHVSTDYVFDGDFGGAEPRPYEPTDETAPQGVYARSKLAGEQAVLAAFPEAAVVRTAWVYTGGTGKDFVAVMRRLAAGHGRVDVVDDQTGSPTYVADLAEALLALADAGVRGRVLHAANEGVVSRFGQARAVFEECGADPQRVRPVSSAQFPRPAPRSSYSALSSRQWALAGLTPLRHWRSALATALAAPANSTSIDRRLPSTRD
Target sequence (P9WH11 whole entry, looked up): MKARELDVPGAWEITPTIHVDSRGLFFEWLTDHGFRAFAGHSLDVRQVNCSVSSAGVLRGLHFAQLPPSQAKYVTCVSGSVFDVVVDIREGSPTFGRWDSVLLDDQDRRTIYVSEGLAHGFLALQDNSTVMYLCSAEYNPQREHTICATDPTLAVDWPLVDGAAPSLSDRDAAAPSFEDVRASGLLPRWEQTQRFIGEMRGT
Numbers without * were called inactive; ? = inconclusive; . = no result given. A portion of the library; the hit share may differ from the screen's.

item	mol	M. tuberculosis GlmU	RmlCD inh 1536
1	CN(C)c1ccc(CNC(=O)CN(C)S(=O)(=O)c2cccc3cccnc23)cc1	-1.7%	-5.5
2	Cc1c(NC(=O)C2CCN(S(=O)(=O)c3ccccc3)CC2)c(=O)n(-c2ccccc2)n1C	-0.5%	-10.3
3	CCn1c(=O)cc(OCC(=O)N2CCN(Cc3ccc4c(c3)OCO4)CC2)c2ccccc21	-8.1%	8.4
4	Cc1ccc(-n2ncc(C#N)c2/N=C/N(C)C)cc1	-0.6%	6.8
5	CCCCN1C=C(C(=O)OC)C(c2ccccc2Cl)C(C(=O)OC)=C1	-1.4%	8.7
6	Cc1cc2cc(C(c3nnnn3Cc3ccco3)N3CCCCC3)c(=O)[nH]c2cc1C (configuration not stated)	-2.3%	.
7	Cc1nnc(SCc2ccc(C(=O)c3ccc(Cl)cc3)o2)n1-c1ccccc1	-7.2%	.
8	CCOC(=O)N1CCN(C(=O)C2CCN(S(=O)(=O)c3c(C)cc(C)cc3C)CC2)CC1	2.6%	.
9	COc1ccc(C(CNC(=O)Cc2cc(OC)c(OC)c(OC)c2)N2CCCC2)cc1 (configuration not stated)	-0.9%	.
10	COc1ccccc1C(=O)NCc1ccncc1	1.5%	.
11	CC(=O)COc1ccccc1OC(=O)c1ccco1	0.3%	30.7
12	CCCCCCc1nc2ccccc2c(=O)n1NC(=O)c1c(O)c2cccc3c2n(c1=O)CCC3	.	3.4
13	Cc1nc(CC(C)C)cc(C(=O)N2CCCC(CNS(=O)(=O)c3cccs3)C2)n1 (configuration not stated)	2.4%	-4.6
14	CCOC(=O)N1CN(C(=O)OCC)CN(C(=O)OCC)C1	-0.9%	39.6
15	O=C(CSCC(=O)N1CCOCC1)Nc1nc(-c2ccccc2)cs1	-3.7%	57.1
16	CCOc1ccc(-c2nc(C)sc2CC(=O)O)cc1	-2.6%	102.8
17	CCC(=O)Nc1ccc(Cl)c(NC(=O)C(C)C)c1	-2.0%	15.1
18	O=c1c2c(ncn1Cc1ccccc1)nc1n2CCC1	-3.4%	7.0
19	COc1ccc(OC)c(C2=NOC(C(=O)Nc3cc(C)on3)C2)c1 (configuration not stated)	-0.7%	.
20	COc1ccc(C2NC(=O)NC(C)=C2[N+](=O)[O-])cc1OC (configuration not stated)	0.8%	-3.1
21	O=C1CC(C(=O)Nc2ccc(F)c(Cl)c2)N=C(N2CCCCC2)N1 (configuration not stated)	5.4%	.
22	COc1ccc(OC)c(C2C3=C(CCCC3=O)Nc3c2c(=O)n(C)c(=O)n3C)c1 (configuration not stated)	0.2%	.
23	COC(C[C@@H]1O[C@@H]1[C@@H](O)[C@H](C)OCc1ccccc1)OC	-3.6%	.
24	O=C(NCCc1c[nH]c2ccccc12)C(=O)Nc1ccccc1	-2.9%	-12.7
25	O=C(NCc1ccco1)c1ccc(-c2ccccc2Cl)o1	2.3%	0.6
26	Cc1ccc(-c2csc3ncnc(NS(=O)(=O)c4ccc(Cl)cc4)c23)cc1	0.1%	?
27	Cc1ccc(S(=O)(=O)NCCC(=O)Nc2ccc(C)cc2C(=O)c2ccccc2)cc1	2.8%	.
28	COCCN(CCOC)C(=O)Nc1ccc(Cl)cc1	4.8%	-7.8
29	O=c1c2ccccc2n2nnnc2n1-c1ccccc1	-0.3%	7.9
30	CCN(CC)C(=O)Oc1ccc(Br)cc1C(=O)Nc1ccc(F)c(Cl)c1	-4.4%	-10.1
31	O=C(NCc1ccc(F)cc1)N[C@@H](Cc1ccccc1)C(=O)O	3.4%	35.6
32	Cc1ccc(N(CCCCN2C(=O)c3ccccc3C2=O)C(=O)c2cccs2)cc1	-4.0%	18.2
33	CC(C)c1ccc(C(=O)N2CCN(CCO)CC2)cc1	-0.8%	17.4
34	CN(CP(=O)(O)C(O)c1ccccc1)S(C)(=O)=O (configuration not stated)	-3.3%	.
35	O=C(CSc1nc(N2CCCCC2)nc(N2CCCCC2)n1)N1CCN(c2ccccc2)CC1	-0.8%	.
36	C=CCn1c(-c2cc(-c3ccccc3)sc2N)n[nH]c1=S	2.8%	.
37	CCOC(=O)N1CCN(C(=O)c2cn(CC(C)C)c(=O)c3c2c2ccccc2n3C)CC1	-0.3%	16.8
38	COc1cc(NC(=O)c2ccccn2)cc(OC)c1OC	3.2%	.
39	CCc1c(C(=O)N/N=C/c2ccsc2)csc1C	-3.6%	4.2
40	CCCCc1cc(=O)oc2c(CN(C)C)c(O)ccc12	-1.5%	1.9
41	C=CCSc1nc(-c2ccccc2)c(C#N)c(=O)[nH]1	4.9%	3.5
42	C=CCN=C1S/C(=C/c2ccc([N+](=O)[O-])cc2)C(=O)N1CC=C	-0.4%	-3.3
43	O=C(NC(=O)c1ccc(F)cc1F)Nc1ccc(Cl)cc1	8.7%	3.9
44	O=C(c1ccc(O)cc1)c1ccc(Cl)cc1	1.9%	.
45	Cc1nc2c(-c3ccccc3)c(C)[nH]n2c(=O)c1Cl	.	1.8
46	Cc1oc(C(=O)O)cc1COc1ccc2c(C)cc(=O)oc2c1	-3.7%	.
47	O=C(O)CSCC(=O)Nc1cccc2ccccc12	3.2%	-5.3
48	Cc1cc(C(F)(F)F)c2c(N)c(C(=O)Nc3cc(C)on3)sc2n1	-0.4%	-5.8
49	O=C(CCCn1c(=O)[nH]c2cc(Cl)ccc2c1=O)NCCCN1CCCC1=O	4.5%	10.5
50	COc1ccccc1CNc1nc(SC)ncc1CO	1.3%	7.6
51	O=S(=O)(c1ccccc1)N(C1=NCCS1)S(=O)(=O)c1ccccc1	-0.1%	33.6
52	CCOC(=O)c1nnn(CC(=O)N2N=C(c3cc(C)ccc3C)CC2c2ccc(OC)cc2)c1C(=O)OCC (configuration not stated)	0.6%	-0.9
53	CC(C)(C)NC(=O)C(OC(=O)c1cccs1)c1ccc(F)cc1 (configuration not stated)	1.8%	-11.0
54	CC(C)Cc1nnc(NC(=O)CS(=O)(=O)Cc2ccccc2)s1	1.9%	2.4
55	CC1(c2ccc3ccccc3c2)NC(=O)N(CC(=O)Nc2cccc(S(=O)(=O)N3CCOCC3)c2)C1=O (configuration not stated)	0.7%	6.7
56	O=C(NCCOc1ccccc1)c1ccccc1[N+](=O)[O-]	6.2%	.
57	Cn1c(SCC(=O)NCc2ccccc2)nnc1-c1ccc(NC(=O)CCc2ccccc2)cc1	-7.6%	.
58	Cn1c(=S)[nH]c2ccccc21	2.3%	7.6
59	Cc1ccc(-n2cnc3c(sc4nccc(N(C)C)c43)c2=O)cc1	5.8%	0.4
60	CCOC(=O)c1c(C)[nH]c(C)c1C(=O)CSc1nncs1	7.8%	-10.2

(further entries)
item	mol	M. tuberculosis GlmU	RmlCD inh 1536
61	O=C(Nc1cccc(-c2nc3ccccc3c(=O)o2)c1)c1ccccc1	0.0%	3.8
62	CCOC(=O)C1(C)NC(c2cccs2)C2C(=O)N(c3ccc(C)cc3)C(=O)C21 (configuration not stated)	-4.0%	4.4
63	O=C(CCCN1C(=O)c2ccccc2C1=O)NC1=NCCS1	-1.2%	.
64	C/C(CC1CC(C)(C)OC1=O)=N\NC(N)=S (configuration not stated)	1.9%	-12.8
65	COC(=O)c1ccc(NC(=O)C(=O)N2CCN(C(=S)Nc3cccc(C)c3C)CC2)cc1	1.2%	.
66	COC(=O)c1ccc(C2NC(=O)c3c(sc(C)c3C)N2)cc1 (configuration not stated)	6.4%	10.8
67	CCOc1cc(/C=C2\C(=O)N(CCc3ccc(OC)c(OC)c3)C(C)=C2C(=O)OC)ccc1O	-0.3%	.
68	COCCCNC(=O)c1cc(C)nn1-c1ccccc1	0.3%	-9.7
69	CSc1nc(Cl)cc(N2CCOCC2)n1	3.3%	8.4
70	Cc1ncc(CO)c(/C=N/NC(=O)c2ccc(Br)cc2)c1O	6.3%	-9.3
71	Cc1ccc(CN2CCN(CC(=O)N3CCc4ccccc4C3)C2=O)cc1	3.3%	.
72	COCC1CCCCN1Cc1cn(-c2ccccc2)nc1-c1ccc2c(c1)OCO2 (configuration not stated)	-6.2%	44.5
73	Cc1c(NC(=S)SCc2ccccc2)c(=O)n(-c2ccccc2)n1C	-3.9%	0.6
74	CCOCCCNS(=O)(=O)c1ccc(-n2cnnn2)c(OC)c1	-1.4%	-8.4
75	Cc1ccc2[nH]c(-c3cccc(N)c3)cc2c1	3.9%	1.6
76	CCc1ccc(/C=N\n2cnnc2)cc1	0.9%	7.4
77	COc1ccc(CC(=O)NCc2nnc(SCc3ccc([N+](=O)[O-])cc3)n2C)cc1	-2.0%	33.6
78	O=C1CC(Nc2ccc(N3CCOCC3)cc2)C(=O)N1C1CCCCC1 (configuration not stated)	-4.7%	.
79	O=C(NCCc1ccccc1)C1CCC(CNc2c(N3CCCCC3)c(=O)c2=O)CC1 (configuration not stated)	5.0%	.
80	COc1ccc(C(=O)C2CCCN(Cc3ccc4nonc4c3)C2)cc1F (configuration not stated)	2.8%	-10.4
81	Cc1sc2nc(C(C)Sc3n[nH]c(N)n3)[nH]c(=O)c2c1C (configuration not stated)	-3.4%	-9.5
82	Cc1ccc(SCC(=O)N2CCC(C(N)=O)CC2)cc1	-1.5%	-1.1
83	CCCCC(=O)Nc1ccc(NC(=O)c2cc(OC)c(OC)c(OC)c2)cn1	0.6%	-2.0
84	CCOc1ccc(-n2c(=O)[nH]cc(C(=O)N3CCCc4ccccc43)c2=O)cc1	5.8%	6.4
85	NS(=O)(=O)c1cccc(NC(=O)COC(=O)C2(c3cccc(F)c3)CCCC2)c1	-6.2%	.
86	NC1=NC(=O)C2(COC(c3cccnc3)OC2)S1 (configuration not stated)	0.0%	13.1
87	COc1cc(OC)c(C2C(C(=O)O)c3ccccc3C(=O)N2C)cc1OC (configuration not stated)	3.0%	16.7
88	CCCCSc1nc2c(=O)[nH][nH]c(=O)c2n1Cc1ccccc1	2.6%	.
89	CCOC(=O)N1CCN(S(=O)(=O)c2ccc(C)cc2)C1c1ccc(OC)cc1 (configuration not stated)	-1.8%	1.5
90	O=C(c1ccc(Cl)cc1)N(Cc1ccc(Br)cc1)N1C(=O)CCC1=O	0.0%	-10.0
91	CCCC[N+](CC#CCO)(CC#Cc1ccccc1)CCCC	-6.8%	6.8
92	C/C(=N\NC(=O)CSCc1ccc([N+](=O)[O-])cc1)c1cccc(Br)c1	3.3%	.
93	Fc1cccc(F)c1-n1c(CN2CCCC2)csc1=S	-8.1%	-11.9
94	C=C(C)CN(CC)c1nc(N)c(C#N)c(CC#N)c1C#N	-0.7%	.
95	COCc1nnc(NC(=O)c2cc(Cl)ccc2OC)s1	0.3%	.
96	COc1ccc(OC)c(S(=O)(=O)Nc2cc(Cl)cc(Cl)c2)c1	-0.9%	4.0
97	O=C(CCSc1nnc(-c2ccco2)o1)Nc1ccccc1	3.5%	6.5
98	CCCN(CC(=O)Nc1ccc(Cl)cc1Cl)Cc1cc(=O)n2ccsc2n1	2.6%	-9.1
99	Cc1ccc(OCc2nc(C#N)c(N3CCN(Cc4ccccc4)CC3)o2)cc1	-3.5%	-2.8
100	O=C1CN(C(=O)COC(=O)c2ccc[n+]([O-])c2)c2ccccc2N1	-0.8%	-6.7
101	COC(=O)c1cc(NCc2ccc3c(c2)OCO3)ccc1N1CCOCC1	-5.0%	.
102	CC(C)c1ccc(NC(=O)CNS(=O)(=O)c2ccc(F)cc2)cc1	-9.2%	.
103	O=C(NC1CCN(Cc2ccccc2)CC1)c1cc(-c2ccccn2)nc2ccccc12	-2.4%	8.3
104	Cc1ccc(Cl)c(OCC(=O)Nc2sc(C)c(C)c2C#N)c1	1.3%	3.0
105	CCSc1nnc(NC(=O)C2Cc3ccccc3CN2C(=O)c2ccco2)s1 (configuration not stated)	-7.6%	11.5
106	CCc1ccc2[nH]c3nc(SCC(=O)NNC(=O)c4ccc(C(C)(C)C)cc4)nnc3c2c1	3.8%	10.6
107	O=C(Nc1ccc(-c2nc3cccnc3s2)cc1)c1ccco1	0.6%	6.9
108	NC1(N)OC(CN2C(=O)c3ccccc3C2=O)CS1 (configuration not stated)	2.1%	-7.6
109	O=C1CSc2nc3ccccc3n21	3.5%	2.7
110	Cc1nn(C(C)(C)C)c(NC(=O)c2ccc(Cl)cc2Cl)c1Br	7.8%	7.1
111	CCCNC(=O)N1[C@H]2CC[C@@H]1C(C(=O)OC)=C(c1cc3ccccc3s1)C2	1.1%	.
112	O=C(N/N=C/c1ccccc1)c1ccc(OCc2ccccc2)cc1	-6.8%	.

Record cards, from the list above. Order of values: M. tuberculosis GlmU, RmlCD inh 1536
`Cc1ccc(Cl)c(OCC(=O)Nc2sc(C)c(C)c2C#N)c1` in the list: 1.3%, 3.0
`Fc1cccc(F)c1-n1c(CN2CCCC2)csc1=S` in the list: -8.1%, -11.9
`NC1(N)OC(CN2C(=O)c3ccccc3C2=O)CS1` (configuration not stated) in the list: 2.1%, -7.6
`O=C(Nc1ccc(-c2nc3cccnc3s2)cc1)c1ccco1` in the list: 0.6%, 6.9
`O=C1CN(C(=O)COC(=O)c2ccc[n+]([O-])c2)c2ccccc2N1` in the list: -0.8%, -6.7

Screening data deposited in PubChem BioAssay by several laboratories.
